Compound activity deposited in PubChem by National Center for Advancing Translational Sciences (NCATS).
GALK inhibitor – inhibitors of human galactokinase; 0.007% of 270,000 active; AID 1868; Purified GALK, Kinase-Glo residual ATP luminescence; Potency, µM (top dose mostly 57.5 µM), for the others: at the highest dose activity change, negative = inhibition, actives largely listed as inhibitors; note: potency is the fitted concentration of half-maximal effect
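ATP-depletion format; final 35 uM ATP, 100 uM D-galactose, 5 nM enzyme; pH 8.0 HEPES/Mg2+ buffer; 60 min RT; luminescence read 10 min after detection reagent.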
uPA surface inh – inhibitors of cell surface uPA generation | cell surface uPA generation assay, qHTS | AID 540303 | Potency, µM (top dose mostly 38.3 µM), inactives show top-dose activity change, negative = inhibition, most hits filed as inhibitors | 0.31% of 330,000 active; active = well fitted inhibition curve with a large enough effect; inconclusive = small, poorly fitted or top-dose-only effect; inactive = no such curve, though single readings can be large or run the other way; tested in mouse RAW 264.7 cells; note: potency is the fitted concentration of half-maximal effect; nearly all actives have a fitted effect of over 55% in size
BCR signal inh – blocks chronic active B-cell receptor signaling | ABC-DLBCL IkBa-CBG/CBR reporter, luminescence ratio, 4 h | Potency, µM (titrated, usually from 46.1 µM), without a hit: at the highest dose ratio change, negative = lower green/red ratio, most hits filed as inhibitors | 0.05% of 340,000 active; active = well fitted inhibition curve with a large enough effect in the signal ratio, with a control signal flat, not every such curve was filed as active; inconclusive = small, poorly fitted or top-dose-only effect, or effect the other way, or a change in a side signal; the % refers to the signal ratio;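 note: potency is the fitted concentration of half-maximal effect; plate controls were basal doxycycline-induced cells for no effect and cells given 10 µM MG132 for full effect; MG132 reads +100%, hits lower the ratio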
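Compounds up to 46 uM were incubated four hours with TMD8 cells whose green CBG68 luciferase is fused to IkappaBalpha; red CBR luminescence normalised the signal, and concentration-effect curves were fitted to fusion, red and ratio data.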
KCNH2 3.1 inh – KCNH2 3.1 (human) potassium channel inhibition; U2OS KCNH2 3.1, thallium flux FluxOr; stronger effect = lower value; activity change, % (tested at about 1.8 µM); 0.95% of 340,000 active;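 active = maximum activity change below -70%; inconclusive = maximum activity change from -70% to -50%; inactive = maximum activity change above -50%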;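 note: thallium influx rate constant from kinetic fluorescence after stimulation buffer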
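Virally transduced U2OS (3.1 isoform, 4 h infection in dark at RT) → overnight 37 C → FluxOr + Red40 in HBSS/HEPES, 45 min → stimulation buffer, 2 min kinetic read → rate constant vs DMSO controls.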
Giardia killer – kills Giardia lamblia. Giardia lamblia trophozoite viability. activity change, % at 7.66 µM, hits read low. 0.15% of 340,000 active; in the data active = activity change below about -80%; inconclusive = between about -30% and that limit;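 note: parasites exposed to compound for two days anaerobically before the ATP read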
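Media and compound were dispensed first, then trophozoites at 100 cells/well; plates sat 48 hrs at 37 deg C without oxygen before ATP luminescence reagent was added and read after 15-30 min at room temperature.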
hERG WT inh – KCNH2 (human, wildtype) channel inhibition | 0.37% of 340,000 active | activity change, % at 1.84 µM | U2OS, BacMam KCNH2, thallium flux FluxOr; stronger effect = lower value | Q12809 | AID 720551;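 active = maximum activity change below -70%; inconclusive = maximum activity change between -70% and -50%; inactive = maximum activity change above -50%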
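U2OS cells were transduced with wild-type KCNH2 virus (2.03 x 10^8 / mL) for 4 h at room temperature, then cultured overnight at 37 C. Thallium flux was read with FluxOr dye. Rate constants were normalized to DMSO controls.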
PKM2 act – increases activity of human pyruvate kinase M2; P14618; purified PKM2, Kinase-Glo ATP luminescence, activation; response scale: 0% is enzyme alone, no compound; Potency, µM (series often up to 57.5 µM), inactives show top-dose activation, actives largely listed as activators; 0.34% of 260,000 active; note: potency is the fitted concentration of half-maximal effect; nearly all actives have a fitted effect of over 55% in size
Target sequence (P14618 whole entry, looked up): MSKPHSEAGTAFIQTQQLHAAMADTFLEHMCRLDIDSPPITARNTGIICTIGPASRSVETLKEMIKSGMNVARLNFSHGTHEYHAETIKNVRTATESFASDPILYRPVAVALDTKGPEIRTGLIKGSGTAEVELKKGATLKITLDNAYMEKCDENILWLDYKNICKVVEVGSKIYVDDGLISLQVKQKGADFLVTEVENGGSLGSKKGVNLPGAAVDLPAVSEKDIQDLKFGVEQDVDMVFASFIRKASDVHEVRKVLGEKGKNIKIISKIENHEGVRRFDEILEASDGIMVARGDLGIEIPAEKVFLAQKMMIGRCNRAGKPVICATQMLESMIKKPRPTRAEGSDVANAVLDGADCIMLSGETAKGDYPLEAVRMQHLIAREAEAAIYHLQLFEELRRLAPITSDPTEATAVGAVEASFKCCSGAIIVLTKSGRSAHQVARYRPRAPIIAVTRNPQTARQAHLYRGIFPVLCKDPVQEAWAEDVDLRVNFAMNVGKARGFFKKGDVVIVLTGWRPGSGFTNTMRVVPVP
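ATP formation by purified human PK-M2, quantified via coupled luciferase luminescence after 1 h at room temperature with 0.1 mM ADP and 0.5 mM PEP final.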
Eya2 inh – Eya2 (human) phosphatase inhibition; recombinant Eya2, OMFP fluorescence dephosphorylation (OMFP is methylfluorescein phosphate); Potency, µM (doses to about 76.9 µM), for the others: at the highest dose activity, negative = inhibition, usual class: inhibitors; 0.006% of 330,000 active; AID 488837; note: potency is the fitted concentration of half-maximal effect
Target sequence (O00167 whole entry, looked up): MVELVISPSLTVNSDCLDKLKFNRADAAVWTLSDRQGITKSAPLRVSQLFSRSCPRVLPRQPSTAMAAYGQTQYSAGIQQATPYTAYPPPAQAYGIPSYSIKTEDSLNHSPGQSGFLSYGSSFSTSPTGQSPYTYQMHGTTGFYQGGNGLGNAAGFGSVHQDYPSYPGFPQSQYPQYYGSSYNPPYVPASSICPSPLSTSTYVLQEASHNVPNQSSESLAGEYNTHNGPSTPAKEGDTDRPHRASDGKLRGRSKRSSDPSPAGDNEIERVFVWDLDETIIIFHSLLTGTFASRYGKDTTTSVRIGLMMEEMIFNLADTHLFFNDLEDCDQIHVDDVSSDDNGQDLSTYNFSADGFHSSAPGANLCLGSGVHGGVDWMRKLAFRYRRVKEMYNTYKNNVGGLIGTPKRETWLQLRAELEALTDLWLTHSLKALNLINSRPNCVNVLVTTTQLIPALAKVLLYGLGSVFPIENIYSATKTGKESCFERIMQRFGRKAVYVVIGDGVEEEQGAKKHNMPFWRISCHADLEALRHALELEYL
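Eya2 protein (added as 0.2 uM solution) was preincubated with compound for 10 min at ambient temperature in 50 mM HEPES pH 7.5, 50 mM NaCl, 5 uM MgCl2, 0.05% BSA, 1 mM DTT. OMFP (added at 50 uM) then reacted 10 min; fluorescence read at 485/525 nm.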
USP2a inh – blocks human ubiquitin-specific protease USP2a. USP2 core, Ub-CHOP2 coupled fluorogenic reporter, 485/531. 0.01% of 330,000 active. Potency, µM (top dose mostly 38.3 µM), for the others: top-dose activity change, negative = inhibition, actives largely listed as inhibitors;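 note: potency is the fitted concentration of half-maximal effect; plate controls were DMSO wells for no effect and full inhibition by NEM control for full effect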
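Deubiquitinase activity read as fluorescence (485/531 nm) after Ub-CHOP2 cleavage activates the enterokinase reporter on its substrate; USP2 core 10nM, Ub-CHOP2 and substrate 25nM each, 30min compound preincubation then 60min RT; data normalized to NEM, curves fitted.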
B2AR arrestin – beta2AR (human) beta-arrestin recruitment activity | P07550 | beta-arrestin recruitment to beta2AR, cell-based reporter | Potency, µM (top dose mostly 46.1 µM), for inactives: top-dose activation, hits mostly activators | 0.02% of 330,000 active | AID 492947;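 note: potency is the fitted concentration of half-maximal effect; 0% = DMSO controls and full agonism = EC100 isoproterenol or metaproterenol; nearly all actives have a fitted effect of over 65% in size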
FBPA coupling cs – inhibits coupling enzyme system, counter-screen for aldolase hits | coupling enzyme system counterscreen, AmpLite Red fluorescence | activity change, negative = inhibition, % at 58.2 µM, hits read low | 0.67% of 290,000 active | AID 2472; in the data active = activity change below about -30%
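Activity here indicates interference with the coupling reaction, not aldolase inhibition. Compounds at 57.5 uM final met coupling enzymes for 10 min at RT; substrate and AmpLite Red detection followed, with a 525/598 nm fluorescence read after 20 min.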
Starred values were filed as active, the others as inactive; ? = inconclusive; nt = not tested or not shown; [ ] = remark or other dose. Unless noted, calls come from the whole dose curve; as a rule, active = well fitted curve in the direction sought with a large enough effect; inconclusive = small, poorly fitted or top-dose-only effect, or another doubt; inactive = no such curve, though single readings can be large; an effect the other way counts as inactive or inconclusive. Unless noted, % is set by controls: 0 for no effect and ±100 for the full control effect. No enrichment for hits; overall some 2.4% were active at least once.

SMILES	GALK inhibitor	uPA surface inh	BCR signal inh	KCNH2 3.1 inh	Giardia killer	hERG WT inh	PKM2 act	Eya2 inh	USP2a inh	B2AR arrestin	FBPA coupling cs
O=C(CCC1CCCCC1)Nc1c[nH]c(=O)[nH]c1=O	1.4%	-2.7%	2.5%	-6.1	0.5	4.0	-2.5%	-16.2%	-0.2%	0.4%	1.4
Cc1ccc(NC(=S)NC2CCCC2)c(C)c1	0.6%	0.5%	6.0%	-29.6	-12.2	5.4	-2.2%	?	1.5%	-0.1%	0.5
Cc1ccc(S(=O)(=O)N2[C@@H](c3ccc(F)cc3)C(C(=O)O)=CC[C@H]2c2ccc(Cl)cc2)cc1	nt	-0.2%	8.4%	10.5	?	-2.4	nt	7.4%	-0.8%	0.3%	nt
CN(C)S(=O)(=O)c1cccc(C(=O)N=C2N=C3C=CC(Cl)=CN3Cc3ccccc32)c1	-0.5%	-1.5%	3.3%	7.2	3.9	1.6	-8.4%	5.3%	-2.4%	-1.3%	-4.1
N#CC1=C(N)Oc2cc3c(cc2C1c1ccc(Cl)cc1)OCO3 (configuration not stated)	-1.6%	-0.7%	3.5%	-10.9	1.8	-11.4	3.6%	2.3%	4.2%	-1.4%	-2.8
CCCCN(CCCC)CCCNC(=O)Cn1cc2c(n1)-c1c(oc(C(=O)N3CCCC3)c1C)CC2	-0.9%	-14.3%	-7.7%	-3.1	7.1	-6.9	nt	5.1%	1.5%	?	-19.1
Nc1nc(-c2ccco2)nn1C(=O)c1ccccc1	2.0%	0.1%	-8.4%	7.6	2.8	-8.9	6.6%	5.6%	2.0%	0.1%	-1.8
CCOC(=O)c1c(NC(=O)COC(=O)c2ccc(C)s2)sc2c1CC(C)(C)NC2(C)C	nt	3.1%	-0.4%	3.9	-0.6	6.9	nt	-12.9%	4.4%	-0.2%	nt
CCNC(=S)Nc1cc(OCC)c(N2CCOCC2)cc1OCC	1.0%	0.6%	-0.7%	5.8	23.4	-6.9	-6.6%	2.8%	2.5%	-0.3%	-6.7
CCOc1ccc2nc(NC(=O)C3=NNC(=O)CC3)sc2c1	10.4%	-2.0%	-15.2%	-18.4	-10.0	40.9	nt	-29.2%	0.8%	0.1%	0.0
N#C/C(=C/c1cccs1)c1nc2ccccc2[nH]1	-2.6%	-1.3%	?	26.8	1.9	11.9	-0.7%	-0.8%	-3.3%	-0.5%	-4.7
O=S(=O)(c1ccc2ccccc2c1)N1CCN(C(=S)Nc2ccc(F)c(Cl)c2)CC1	0.6%	-1.4%	0.7%	6.0	1.6	17.3	-1.0%	-2.2%	-1.4%	0.3%	0.1
COc1cc(/C=N/Nc2nc(=O)[nH]nc2C)cc([N+](=O)[O-])c1O	1.5%	1.9%	21.7%	7.9	-13.3	22.3	-18.0%	?	1.1%	-0.3%	2.1
CC(C)NOC(=O)c1ccc(Cl)cc1	-1.8%	13.0%	0.4%	-1.1	-12.7	-8.5	0.6%	-8.7%	0.1%	0.0%	-0.1
O=C(CN(Cc1ccccc1)C1=NCCS1)c1ccc(Cl)cc1	-4.6%	-3.1%	-3.9%	-40.4	2.2	10.0	-6.0%	-5.2%	1.5%	0.4%	1.9
COC(=O)[C@@]12CCCCN1[C@H](c1ccc(SC3CCCCC3)cc1)[C@@H]1C(=O)N(C)C(=O)[C@@H]12	nt	-6.9%	1.0%	nt	-7.0	nt	nt	13.9%	-0.3%	0.2%	nt
CC(C)(C)C1CCC(=NNc2ccc(S(N)(=O)=O)cc2[N+](=O)[O-])CC1 (configuration not stated)	0.7%	16.4%	3.2%	-9.6	4.8	-10.7	5.3%	-6.1%	1.2%	-1.1%	-3.6
CC(Oc1ccc(Br)cc1)C(=O)NCC(C)(C)N1CCOCC1 (configuration not stated)	nt	-1.0%	-1.6%	0.8	12.6	-2.5	nt	1.4%	-0.1%	0.1%	nt
Cn1cccc1/C=C1\SC(=S)N(NC(=O)c2ccc(Cl)cc2)C1=O	-4.4%	0.1%	-0.2%	5.1	-5.3	-10.8	4.4%	-1.3%	0.4%	-1.5%	-0.1
Cc1nc2oc3c(NCC4CCCO4)ncnc3c2c2c1COC(C)(C)C2 (configuration not stated)	nt	-3.4%	?	-5.6	6.9	-5.3	0.6%	-9.7%	-0.7%	0.1%	-12.3
Cc1ccc2c(=O)[nH]c(Cc3ccccc3C(=O)O)nc2c1	-0.3%	14.6%	?	-7.3	-0.9	1.3	1.8%	3.7%	0.0%	-0.3%	8.0
Cc1cccc(NC(=O)CSc2nnc(NC(=O)CN3CCCCC3)s2)c1	2.6%	nt	2.6%	nt	nt	nt	-4.5%	-3.7%	1.1%	11.5%	3.5
COc1ccccc1N1CCN(c2ncnc3sc(C)c(-c4ccccc4)c23)CC1	-0.1%	0.6%	7.0%	-10.5	-11.9	-4.6	4.4%	-5.4%	2.9%	0.3%	-1.1
CCN(CC(=O)Nc1ccccc1C(F)(F)F)C(=O)c1ccccc1Cc1ccccc1	nt	-3.5%	8.4%	-6.0	-2.4	-48.8	nt	-9.8%	0.0%	0.4%	nt
Cc1cccc(NC(=O)c2ccc(N(C)C3CCCCC3)c([N+](=O)[O-])c2)n1	1.6%	-0.4%	?	-20.6	6.1	-1.3	-0.3%	4.8%	-0.1%	-0.1%	-10.2
CCN(Cc1cccc(OC)c1)CC1CCCN(CCc2cccc(OC)c2)C1 (configuration not stated)	-3.7%	-0.5%	-0.5%	-13.1	-8.8	13.1	4.1%	-1.8%	1.3%	-0.1%	-0.1
Cc1ccc2c(c1)C(c1ccccc1)N(C(=O)c1cccc([N+](=O)[O-])c1)CC(=O)N2 (configuration not stated)	7.6%	-4.0%	-1.8%	-0.4	-3.4	0.6	nt	-7.9%	2.7%	0.2%	0.0
COCCCNc1nc2ccccc2nc1NS(=O)(=O)c1cccc(Cl)c1	3.3%	4.0%	-0.5%	-3.4	-12.9	-7.1	nt	2.2%	6.0%	0.0%	10.6
CCCOC(=O)c1ccc(Oc2cn[nH]c2-c2ccc(OCC(=O)NN)cc2O)cc1	0.8%	18.0%	?	-16.7	-9.4	2.5	3.7%	6.0%	6.5%	0.6%	2.0
Cn1cc(CNC(=O)c2sc3cccc(Cl)c3c2Cl)cn1	-4.3%	-5.6%	?	-19.7	8.8	5.2	10.2%	1.9%	-2.0%	-0.5%	-0.3
Cc1ccc(NC(=O)c2ccc3ccccc3n2)cc1S(=O)(=O)N1CCOCC1	6.6%	-4.1%	0.1%	-20.0	0.4	-4.8	5.7%	-8.6%	2.7%	0.1%	-0.1
O=C1c2ccccc2C(=O)N1CC1CCCO1 (configuration not stated)	3.0%	-6.8%	-2.0%	-17.2	-14.4	2.2	1.5%	1.4%	-1.9%	0.3%	0.0
CSc1nncc(-c2ccccc2)n1	10.1%	2.2%	0.8%	3.0	1.4	5.2	nt	-25.3%	-0.9%	-0.1%	-0.7
O=C(CCn1c(=O)oc2ccccc21)N1CCN(c2ccccc2F)CC1	1.6%	nt	-3.2%	1.2	9.6	-18.6	-3.5%	4.0%	-0.3%	-0.7%	4.0
Cc1cc(-c2ccco2)n(CC(=O)NCCN(C)C)n1	3.2%	1.6%	0.3%	2.0	1.9	3.3	6.3%	-4.6%	1.5%	-0.7%	5.6
CCOC(=O)C1CCCN(C(=O)CCNC(=O)Cn2ccc3ccccc3c2=O)C1 (configuration not stated)	5.0%	-0.7%	0.8%	-2.5	-14.7	6.6	nt	2.7%	1.4%	0.2%	3.3
Cn1c(=O)c2c(nc(Sc3ncnn3CC(=O)N3CCOCC3)n2C)n(C)c1=O	-1.5%	8.1%	17.4%	2.1	30.7[activator]	-0.9	-1.5%	-17.0%	-4.8%	-0.3%	0.2
Cc1csc(NC(=O)c2cc(C)on2)n1	nt	-5.8%	0.3%	-2.0	-10.3	0.2	nt	-16.5%	-0.6%	-0.8%	nt
Cc1nnc(NC(=O)c2oc3ccccc3c2C)s1	-2.7%	-10.5%	?	2.3	-28.9	-6.4	-3.7%	0.5%	1.8%	-0.3%	nt
CC(C)Cn1c(=O)c2ccccc2n2c(CCC(=O)NC3CCN(Cc4ccccc4)CC3)nnc12	-1.5%	2.9%	2.4%	1.4	4.0	22.1	nt	-0.7%	2.5%	0.0%	nt
COCc1ccc(CN2CCCC(C(=O)Nc3ccccc3-c3ccc(OC)cc3)C2)o1 (configuration not stated)	7.9%	3.3%	?	-1.1	28.7	1.5	nt	-24.0%	0.6%	0.4%	nt
